DAGLB inhibitor: diacylglycerol lipase beta (human) inhibition. inhibition, % at 5.17 µM. HEK293T DAGLB membrane lysate, EnzChek fluorogenic substrate. Q8NCG7. 340,000 tested, 0.059% active; in the data active = inhibition above about 34%;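 note: 0% = enzyme with vehicle and 100% = wells lacking enzyme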
Arrestin-AP2 inh: human beta-arrestin and AP2 interaction inhibition | AID 504490 | 340,000 tested, 0.31% active | inhibition, % at 10 µM | FITC-arrestin peptide / GST-AP2 beads, flow cytometry; AP2 beta2 appendage carries R879A mutation;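 active = inhibition above a set limit, near 3 SD of compounds lacking own fluorescence, cut at about 54% in these data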;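 note: plate controls were DMSO wells for no effect and 5 µM unlabelled arrestin peptide for full effect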
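Material – GST-tagged AP2 beta2-adaptin appendage (R879A) on 4 µm glutathione beads · Probe or stimulus – fluorescein-tagged arrestin peptide at 50 nM final · Timing – 12 min plus 1 h, RT · Detection – bead flow cytometry, FITC channel · Read-out basis – inhibition as reduced fluorescein signal on beads, percent · Medium – PBS plus Tween 20 (0.05%) and BSA (0.1%)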
V-ATPase pHluor: alters yeast V-ATPase proton transport; response, % at 10 µM; AID 504577; 350,000 tested, 0.37% active; S. cerevisiae, pHLuorin cytosolic pH fluorescence; in the data active = response mostly above about 7.3%, no sharp cut-off; inactive = mostly below about 5.4%; note: actives read high; inactives centre near 0; some compounds called inactive have numbers as strong as hits
Keap1-Nrf2 PPI: inhibitors of human Keap1-Nrf2 protein-protein interaction. 340,000 tested, 0.15% active. Keap1 Kelch-Nrf2 peptide fluorescence polarization, 1536-well. inhibition, % at 9.4 µM. Q14145; in the data active = inhibition above about 12%;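 note: human Keap1 Kelch domain with fluorescein labeled Nrf2 9mer peptide probe; 0% = neutral control wells and 100% = peptide positive control; higher means more block of Keap1 binding to Nrf2 peptide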
RTF Ca sens inh: cardiac RTF calcium desensitization | P19429+P45379 | IANBD-labeled cardiac RTF, Ca2+ fluorescence | inhibition, % at 7.15 µM | 340,000 tested, 0.12% active | AID 493244;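 active = inhibition above the mean inhibition of all tested compounds plus 3 SD, cut at about 17% in these data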;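 note: assay run at fixed EC70 calcium of 1.6 mM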
DSG3 Ab inh: blocks pemphigus antibody binding to human desmoglein-3 | P32926 | DSG3-coupled beads, scFv-anti-DSG3-GFP binding, flow cytometry; stronger effect = lower value | binding (percent of control), % at 10 µM | 310,000 tested, 0.48% active;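 active = binding more than 3 SD below its plate's average and above zero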;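 note: hits lower antibody fragment binding to DSG3; some compounds called inactive have numbers as strong as hits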
Target sequence (P32926 whole entry, looked up, the tested form may be a part): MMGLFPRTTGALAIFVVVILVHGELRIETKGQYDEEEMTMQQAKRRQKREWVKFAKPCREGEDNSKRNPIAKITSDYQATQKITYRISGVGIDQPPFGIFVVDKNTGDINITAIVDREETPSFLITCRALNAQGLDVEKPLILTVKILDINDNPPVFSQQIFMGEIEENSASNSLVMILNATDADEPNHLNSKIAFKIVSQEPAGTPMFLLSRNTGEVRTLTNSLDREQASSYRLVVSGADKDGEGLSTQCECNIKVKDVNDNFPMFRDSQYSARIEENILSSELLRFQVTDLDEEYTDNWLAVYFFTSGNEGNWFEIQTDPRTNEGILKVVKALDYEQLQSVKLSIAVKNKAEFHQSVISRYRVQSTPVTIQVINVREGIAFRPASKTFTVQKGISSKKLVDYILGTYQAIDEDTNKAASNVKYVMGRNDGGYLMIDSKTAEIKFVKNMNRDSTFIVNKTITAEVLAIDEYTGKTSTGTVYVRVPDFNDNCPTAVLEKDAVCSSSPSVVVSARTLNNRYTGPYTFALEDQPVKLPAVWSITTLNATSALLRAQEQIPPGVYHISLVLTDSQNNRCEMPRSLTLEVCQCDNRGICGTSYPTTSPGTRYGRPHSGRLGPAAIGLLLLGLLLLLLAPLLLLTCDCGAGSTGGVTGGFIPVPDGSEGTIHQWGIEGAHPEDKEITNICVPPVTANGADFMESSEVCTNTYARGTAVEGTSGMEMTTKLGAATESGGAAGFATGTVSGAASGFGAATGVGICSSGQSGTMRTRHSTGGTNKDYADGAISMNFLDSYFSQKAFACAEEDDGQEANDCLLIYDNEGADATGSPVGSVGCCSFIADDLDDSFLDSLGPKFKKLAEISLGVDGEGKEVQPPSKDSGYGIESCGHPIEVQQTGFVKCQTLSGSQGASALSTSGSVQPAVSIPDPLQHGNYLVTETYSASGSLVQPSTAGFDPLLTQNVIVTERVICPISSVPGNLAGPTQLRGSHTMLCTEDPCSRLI
CAL PDZ FP-1: inhibitors of human CAL PDZ peptide binding; Q9HD26; purified CAL PDZ, TMR-peptide fluorescence polarization, 1 h; inhibition, % at 20 µM; 330,000 tested, 0.02% active; AID 504414;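 active = highest replicate inhibition of at least 40%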;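 note: plate controls were DMSO neutral control wells for no effect and unlabeled competitor peptide control wells for full effect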
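Test system: purified CerCALP PDZ construct; Compound dosing: one concentration, 20 µM compound; Also added: TMR-labelled reporter peptide T*-PRC34 bound in PDZ groove; Read-out: inhibition from polarization loss; Controls: unlabelled peptide and DMSO controls; Signal: FP readout, S and P plane fluorescence; Incubation: 1 h at RT.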
C-LANA FP: KSHV C-LANA DNA binding inhibition. AID 504423. MBP-C-LANA/FAM-LBS DNA binding, fluorescence polarization. inhibition, % at 9 µM. 340,000 tested, 0.078% active;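 active = highest replicate inhibition at or above 60% at 9 µM, even if other replicates fall short; inactive = all replicates below 60% inhibition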;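 note: 0% = neutral control wells and 100% = 4 µM acridine orange control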
CAL PDZ FP-2: CAL PDZ (human) peptide binding inhibition | Q9HD26 | purified CAL PDZ, TMR-peptide fluorescence polarization, 1 h | inhibition, % at 24.9 µM | 300,000 tested, 0.92% active | AID 602252;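 active = mean inhibition of at least 30% with at least half of replicates also reaching 30%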;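 note: 0% = DMSO neutral control and 100% = excess unlabeled competitor peptide PRC23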
NSD2 inh: blocks human histone methyltransferase NSD2. 310,000 tested, 0.54% active. AID 743445. NSD2 peptide methylation, AlphaScreen, 120 min. O96028. inhibition, % at 12.5 µM; in the data active = inhibition above about 50%
* = called active by the depositor; / = not tested or not shown. Not all compounds are listed; count on the stated rates, not on these rows.

SMILES	DAGLB inhibitor	Arrestin-AP2 inh	V-ATPase pHluor	Keap1-Nrf2 PPI	RTF Ca sens inh	DSG3 Ab inh	CAL PDZ FP-1	C-LANA FP	CAL PDZ FP-2	NSD2 inh
COc1ccc(-c2noc(-c3ccccc3-c3ccccc3)n2)cc1OC	-12	-3	-3	-6	-2	114	-3.6	0.7	-7	-8
C=CC1C(N2CCOCC2)C(C)(C)S1(=O)=O (configuration not stated)	-3	47	-3	-3	-1	/	0.3	-3.3	-3	0
CCC(C(=O)NCCc1ccc(OC)c(OC)c1)n1nc(C)n2c(cc3occc32)c1=O (configuration not stated)	1	-5	-1	0	1	96	-1.8	0.9	1	1
Cc1cccc(C(=O)NCCc2nnc(SCC(=O)Nc3cccc(C(=O)O)c3)n2C)c1	-2	3	2	-4	9	109	-2.2	0.8	-2	-1
CCN1CCc2nc3sc(C(=O)N4CCc5ccccc5C4)c(N)c3cc2C1	2	15	-1	-1	-7	96	0.8	0.4	-2	/
CC(Sc1nnc(C2CC2)n1C1CC1)C(=O)NC1(C#N)CCCCC1 (configuration not stated)	-1	-8	-3	-3	-7	95	-1.0	-1.2	/	0
CN(CC(=O)Nc1ccc(Cl)c(C(F)(F)F)c1)C(=O)c1ccc2c(c1)NC(=O)CS2	0	-6	6	0	-3	110	-1.4	-0.6	-4	-6
O=C(CCC1CCCN(C(=O)CCN2CCCCC2=O)C1)NCc1ccccc1F (configuration not stated)	-1	35	2	-2	-2	/	-0.7	1.6	-2	-4
O=C(CSC1=NS(=O)(=O)c2cc(Cl)ccc2N1)NCc1ccccc1	4	-13	-2	1	-10	101	-1.7	1.1	0	11
CC1CCCC(C)N1C(=O)COC(=O)c1cccs1 (configuration not stated)	-1	-11	2	-3	-3	/	0.5	0.7	-6	-3
CC1CCc2nc(N)c(C#N)c(-c3cccn3C)c2C1 (configuration not stated)	0	23	-2	-4	3	114	-0.4	0.8	-1	0
C=CCNC(=O)c1ccccc1NC(=O)c1ccc(Cl)c(S(=O)(=O)Nc2cc(C)ccc2C)c1	-7	-3	1	-4	-11	103	-4.1	-1.3	-7	-1
CC(C)c1ccc(C2(C)NC(=O)N(C(C)C(=O)Nc3ccc(N4CCOCC4)cc3)C2=O)cc1 (configuration not stated)	7	-4	-2	-6	3	107	-2.2	-0.4	1	4
COCCn1nnnc1C(c1cc2cc(OC)c(OC)cc2[nH]c1=O)N1CCN(c2ccc(O)cc2)CC1 (configuration not stated)	-2	42	-1	2	2	97	-2.3	2.2	1	0
CCOc1ccc(NC(=O)CSc2nnc(CNC(=O)c3ccco3)o2)cc1	2	5	4	0	4	79	-2.4	-2.2	-1	-1
O=C(N/N=C/C1CC=CCC1)c1cc(Br)ccc1O (configuration not stated)	4	-11	-2	1	-10	101	-0.8	1.0	-5	2
C=C(C)C(=O)N1CC2(CC(c3cccc(NC(=O)CC)c3)=NO2)C[C@H]1C(N)=O (some centres not stated)	1	11	-2	-1	0	107	0.1	1.5	-4	/
O=S(=O)(c1ccccc1F)N1CCN(c2nc(-c3cccnc3)nc3ccccc23)CC1	-2	-5	-2	-5	-7	85	-1.1	0.9	15	10
CC(C(=O)Nc1ccc(N2CCOCC2)cc1)N1C(=O)NC(C)(C)C1=O (configuration not stated)	-3	-3	2	0	2	96	0.5	0.3	-1	-1
COc1cc2c(cc1O)C(Cc1ccc(O)cc1)[N+](C)([O-])CC2 (configuration not stated)	0	-2	0	-5	-2	105	-0.3	-0.7	0	/
CC1(C)C(=S)N(Cc2ccccc2)c2ccccc21	-9	2	1	2	-5	116	-0.3	5.8	44*	-6
CS(=O)(=O)n1nc(OC(=O)c2cccc3ccccc23)cc1N	0	28	2	-23	-7	94	-3.3	-1.2	-1	5
COc1cccc(Oc2ncnc(N)c2[N+](=O)[O-])c1	-3	13	1	0	-3	91	-0.7	-0.8	-3	1
CCOC(=O)[C@@H]1[C@H]2COc3ccccc3[C@@H]2N2C(=O)N(c3ccc(Cl)cc3)C(=O)[C@]12C	-6	-3	-2	-5	-7	101	1.3	3.2	-2	/
Nc1c(C(=O)NCc2ccc3c(c2)OCO3)nnn1-c1ccc(OC(F)(F)F)cc1	0	-5	1	4	-3	103	-1.5	-1.0	1	4
COc1ccccc1C(O)(c1ccccc1)C(CN1CCOCC1)c1ccccc1 (configuration not stated)	0	-7	-2	3	-7	110	0.4	0.0	/	1
CN(C)C1NC(=O)c2cc(-c3ccccc3)sc2N1 (configuration not stated)	3	6	2	5	6	97	-0.2	-0.5	/	-1
N=c1scc(-c2ccccc2)n1/N=C/c1ccco1	9	3	3	0	0	88	0.4	2.4	-3	5
O=C(Nc1cccnc1Cl)c1cc(-c2ccc(O)cc2)on1	0	-2	3	-5	-2	94	-0.1	-0.8	-3	3
Cn1c(=O)cc(OCC(=O)N2CCC(N3CCCCC3)CC2)c2ccccc21	1	3	-9	2	-1	104	-0.4	0.0	/	/
COC(=O)c1ccc(OCC(O)CN2CCN(CC(O)COc3ccc(C(=O)OC)cc3)CC2)cc1 (configuration not stated)	1	8	2	-2	-7	97	0.0	0.0	0	1
CCOC(=O)Nc1ccc(S(=O)(=O)Nc2nc(C)cc(C)n2)cc1	1	-1	3	-6	-5	110	-2.5	0.4	/	30
Clc1ccc(OCCCN2CCCCC2)c(Br)c1	1	-6	3	2	-14	105	-1.6	0.0	5	11
CCN(C(=O)COC(=O)c1ccc(SC)cc1OC)C1CCS(=O)(=O)C1 (configuration not stated)	-2	-3	-2	-1	-12	/	-0.1	-3.9	3	-5
Nc1ccc(C(=O)N/N=C/c2cn(Cc3cccc(F)c3)c3ccccc23)cc1	2	-2	2	-6	-2	115	-1.8	1.3	0	-1
COC(=O)CN(C#N)c1nc(N(C)C)nc(N(C)C)n1	0	-5	-2	-5	-6	108	-1.2	1.0	/	-1
COc1ccc(C2CC(=O)c3c([nH]c(C(=O)OC(C)C)c3C)C2)cc1OC (configuration not stated)	-1	1	2	-1	3	116	-3.2	-1.6	-4	8
Cc1cc(C)c2cc(CN(CC3CCCO3)C(=S)NCc3ccco3)c(=O)[nH]c2c1 (configuration not stated)	/	-15	1	-6	/	101	-0.3	16	-1	0
COc1cccc(C(c2sc3ncnn3c2O)N2CCc3ccccc3C2)c1 (configuration not stated)	-4	9	-1	3	2	111	-1.5	-0.3	/	/
COc1cc2c(cc1NC(=O)Cc1ccc(C)cc1)oc1ccccc12	19	5	0	2	-5	103	-1.9	-0.7	3	-1

Full records as entered above. Values in the order: DAGLB inhibitor	Arrestin-AP2 inh	V-ATPase pHluor	Keap1-Nrf2 PPI	RTF Ca sens inh	DSG3 Ab inh	CAL PDZ FP-1	C-LANA FP	CAL PDZ FP-2	NSD2 inh
COc1cccc(Oc2ncnc(N)c2[N+](=O)[O-])c1 is listed with -3	13	1	0	-3	91	-0.7	-0.8	-3	1
CC(C)c1ccc(C2(C)NC(=O)N(C(C)C(=O)Nc3ccc(N4CCOCC4)cc3)C2=O)cc1 (configuration not stated) is listed with 7	-4	-2	-6	3	107	-2.2	-0.4	1	4
COC(=O)CN(C#N)c1nc(N(C)C)nc(N(C)C)n1 is listed with 0	-5	-2	-5	-6	108	-1.2	1.0	/	-1
Cc1cccc(C(=O)NCCc2nnc(SCC(=O)Nc3cccc(C(=O)O)c3)n2C)c1 is listed with -2	3	2	-4	9	109	-2.2	0.8	-2	-1

The list goes on.
SMILES	DAGLB inhibitor	Arrestin-AP2 inh	V-ATPase pHluor	Keap1-Nrf2 PPI	RTF Ca sens inh	DSG3 Ab inh	CAL PDZ FP-1	C-LANA FP	CAL PDZ FP-2	NSD2 inh
CC(C)CN(C(=O)COC(=O)c1cc2c(s1)CCC2)C1CCS(=O)(=O)C1 (configuration not stated)	1	-2	0	-3	-8	/	-1.9	0.7	-1	/
COc1cc(/C=C2/C(=N)N3C=CSC3=NC2=O)ccc1OCCCOc1cc(C)ccc1C	-9	-10	0	-4	-10	117	-2.0	0.7	-1	/
Cc1ccc(-c2nc(CN(C)C)cc(CN(C)C)c2O)cc1	1	5	-1	5	-19	109	-0.9	-0.6	0	-6
O=C(c1ccc(F)c(S(=O)(=O)N2CCOCC2)c1)N1CCN(c2ncccn2)CC1	0	-2	-7	-8	-3	/	0.8	-1.2	-5	0
Cc1oc(-c2ccccc2)nc1C(=O)OCC(=O)NCc1ccc(Cl)cc1	-3	3	1	3	1	96	-2.4	0.1	-2	-2
CCn1c(SCC(=O)c2cccs2)nnc1-c1ccco1	2	-2	4	-2	3	107	-0.1	0.1	-4	24
Cc1ccc(C(=O)Nc2ccccc2C(=O)NC(Cc2c[nH]c3ccccc23)C(=O)O)cc1 (configuration not stated)	8	2	3	2	9	101	-0.1	-0.5	-1	0
CCCn1nc2cc(C(=O)NCCc3cccs3)ccc2c1OCC	3	8	3	-4	4	104	-0.3	-0.6	-2	/
N/C(Cc1ccc(Cl)cc1Cl)=N\OC(=O)Cc1cccs1	-7	-2	3	0	-3	101	-0.6	0.6	-5	-4
COCCn1c(SCC(=O)NNC(=O)c2ccc(OC)c(OC)c2)nc2ccccc2c1=O	2	-2	-3	-7	-7	102	0.1	0.4	0	2
Cc1sc2nc(CSc3ccc([N+](=O)[O-])c(C(F)(F)F)c3)[nH]c(=O)c2c1C	7	15	-3	-4	9	100	-2.1	2.3	-2	3
CN(C)c1ccc(CNC(=O)CN(C)S(=O)(=O)c2ccc3c(c2)c(=O)n(C)c(=O)n3C)cc1	-3	11	3	3	-3	95	0.4	1.4	/	4
O=C(CNC(=O)c1ccc2c(c1)OCO2)N/N=C/c1cccc([N+](=O)[O-])c1	0	15	-1	0	-12	95	-2.0	-0.7	-1	-1
O=C(Nc1ccc2oc(-c3cccc(F)c3)nc2c1)c1ccccc1F	-2	-4	-4	-5	-6	119	-3.0	-1.4	-1	/
OC(COc1ccccc1)CN1CCN(C(c2ccccc2)c2ccccc2)CC1 (configuration not stated)	-7	29	0	-4	0	99	-0.7	-1.0	-1	1
O=C1c2ccccc2C(=O)N1OCCOCCOCCON1C(=O)c2ccccc2C1=O	-1	12	1	1	6	/	0.6	0.1	-2	0
CC(C)(C)C(=O)CN1C(=O)NC2(CCCc3ccccc32)C1=O (configuration not stated)	-4	0	-2	-4	-2	93	-1.7	-0.3	-13	-3
CN1CCC(N(C)S(=O)(=O)c2ccc(NC(=O)c3cccc(C#N)c3)cc2)CC1	-1	18	0	2	4	98	-1.4	2.3	-2	6
O=C(COC(=O)C12CC3CC(CC(O)(C3)C1)C2)Nc1ccc(Cl)cc1F	3	0	-2	-1	-1	102	0.8	-0.2	-2	-1
CC(C)(C)c1ccc(C(=O)NN=C2CCCC2)cc1	-5	6	-3	1	-9	108	-5.1	-0.6	/	-1
Cc1cccc(OCCCOc2cccc3cccnc23)c1C	-14	32	2	-1	-2	103	0.2	-0.2	0	1
